Lipid storage S3: qHTS Assay for Lipid Storage Modulators in Drosophila S3 Cells. Potency in µM for hits, for the others lipid storage change, negative = inhibition, % at the top dose, mostly 46.1 µM. 320,000 compounds, 0.64% hits. Drosophila S3 cells, BODIPY lipid droplet fluorescence, 18-24 h; cells fed with added oleic acid; active = well fitted inhibition curve with a large enough effect in the signal ratio, with a control signal flat, not every such curve was filed as active; inconclusive = small, poorly fitted or top-dose-only effect, or effect the other way, or a change in a side signal; the % refers to the signal ratio
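Laser-scanning cytometry quantifies lipid droplet accumulation (500–530 nm total intensity; droplet/cell object ratio) in oleic acid-fed (400 uM added) Drosophila S3 cells treated with a concentration series. 20 uM Triacsin C defined 100% inhibition.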
Lipid storage S3 cell count max: second read-out of Lipid storage S3, no call of its own (marks repeat the call); cell number change, %; measured here: cell count max response;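 cells counted by Cell Tracker Red CMTPX staining in the red channel; peak over a dose series mostly up to 46.1 µM; percent activity relative to internal control wells on each plate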
* hit, by the source's call; i = inactive; u = inconclusive; x = no result given. % is set by controls: 0 for no effect and ±100 for the full control effect; potency is the fitted concentration of half-maximal effect. Not all compounds are listed, so the mix of outcomes need not match the whole.

> COc1c(O)cc2c(c1O)C1OC(CO)C(O)C(O)C1OC2=O (centres undefined)
  Lipid storage S3: u
  Lipid storage S3 cell count max: x

> CC1(C)OC2CC3C4CC(F)C5=CC(=O)C=CC5(C)C4(F)C(O)CC3(C)C2(C(=O)CO)O1 (centres undefined)
  Lipid storage S3: 3%
  Lipid storage S3 cell count max: 11

> Cc1cc(C)nc(/N=C(\N)Nc2ccc(S(N)(=O)=O)cc2)n1
  Lipid storage S3: 6%
  Lipid storage S3 cell count max: 1

> CN(C)CCCN1c2ccccc2Sc2ccccc21
  Lipid storage S3: -4%
  Lipid storage S3 cell count max: 12

> CC(=O)O[C@]1(C(C)=O)CC[C@H]2[C@@H]3C=C(Cl)C4=CC(=O)[C@@H]5C[C@@H]5[C@]4(C)[C@H]3CC[C@@]21C
  Lipid storage S3: u
  Lipid storage S3 cell count max: x

> CCCCCCCCO
  Lipid storage S3: u
  Lipid storage S3 cell count max: x

> CC(C)(CO)[C@@H](O)C(=O)NCCC(=O)O
  Lipid storage S3: u
  Lipid storage S3 cell count max: x

> Cc1nc2c3ccccc3nc(NNC(=O)CCC(=O)N3CCN(c4ccccc4)CC3)n2n1
  Lipid storage S3: i
  Lipid storage S3 cell count max: 0

> CCOC(=O)C1(CCOc2ccccc2)CCN(Cc2ccc(O)c(Cl)c2)CC1
  Lipid storage S3: u
  Lipid storage S3 cell count max: x

> CC1(C)O[C@H]2CC(=O)OCC23[C@H]2CC[C@@]4(C)[C@H](c5ccoc5)OC(=O)[C@H]5O[C@]54[C@]2(C)C(=O)C[C@@H]13 (some centres undefined)
  Lipid storage S3: 3%
  Lipid storage S3 cell count max: 7

> Cc1nnc(NS(=O)(=O)c2ccc(N)cc2)s1
  Lipid storage S3: u
  Lipid storage S3 cell count max: x

> CC(C)=CC(=O)O[C@@H]1Cc2cc3ccc(=O)oc3cc2OC1(C)C
  Lipid storage S3: 13%
  Lipid storage S3 cell count max: -2

> O=C1NCC2(CCN(CCc3ccccc3)CC2)O1
  Lipid storage S3: -3%
  Lipid storage S3 cell count max: 2

> C[C@]12CC[C@H]3[C@@H](CCC4=CC(=O)CC[C@@]43C)[C@@H]1CC[C@@H]2C(=O)CO
  Lipid storage S3: u
  Lipid storage S3 cell count max: x

> Cc1onc(-c2ccccc2Cl)c1C(=O)N[C@@H]1C(=O)N2[C@@H]1SC(C)(C)[C@@H]2C(=O)O
  Lipid storage S3: u
  Lipid storage S3 cell count max: x

> CC(=O)[C@H]1CC[C@H]2[C@@H]3C[C@H](C)C4=CC(=O)CC[C@]4(C)[C@H]3[C@@H](O)C[C@]12C
  Lipid storage S3: -7%
  Lipid storage S3 cell count max: 1

Single records (already shown). Order of screens: Lipid storage S3, Lipid storage S3 cell count max
CN(C)CCCN1c2ccccc2Sc2ccccc21 is listed with -4%, 12
Cc1nc2c3ccccc3nc(NNC(=O)CCC(=O)N3CCN(c4ccccc4)CC3)n2n1 is listed with i, 0
CCOC(=O)C1(CCOc2ccccc2)CCN(Cc2ccc(O)c(Cl)c2)CC1 is listed with u, x

Single values from the results shown:
CC1(C)OC2CC3C4CC(F)C5=CC(=O)C=CC5(C)C4(F)C(O)CC3(C)C2(C(=O)CO)O1 (centres undefined) in Lipid storage S3: 3%
Cc1cc(C)nc(/N=C(\N)Nc2ccc(S(N)(=O)=O)cc2)n1 in Lipid storage S3 cell count max: 1
CN(C)CCCN1c2ccccc2Sc2ccccc21 in Lipid storage S3: -4%
